Hck Nef HTS: blocks Nef-activated human Hck kinase | P08631 | Recombinant Hck-YEEI plus Nef, Z-Lyte FRET kinase assay | inhibition, % at 20 µM | 0.68% of 220,000 active;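 active means Hck-Nef kinase inhibition above about 50%, limit read from the data; inactive means inhibition below that limit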;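 further: 0% = DMSO with Hck plus Nef and 100% = Hck alone without Nef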
Runt-CBFb FRET: inhibitors of human RUNX1 Runt domain binding to CBFb; Q01196+Q13951; 0.46% of 220,000 active; Cerulean-Runt/Venus-CBFb FRET ratio 530/480, 1 h; inhibition, % at 20 µM;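 active means inhibition over about 50% at 20 µM in the single-dose screen, limit read from the data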;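 further: 0% = DMSO wells and 100% = excess unlabeled CBFb competitor control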
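Doses: 20 µM compound in 1% DMSO | Material: Cerulean-labeled Runt domain protein | Amount: Each fluorescent fusion protein 100 nM | Schedule: Two 1 h room-temperature incubations shielded from light | Measured by: FRET fluorescence | Evaluation: Loss of energy transfer signal | Controls: Unlabeled CBFb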
Runt-SMMHC FRET: blocks binding of human RUNX1 Runt domain to CBFb-SMMHC. AID 1434. 0.74% of 220,000 active. Q01196+Q13951. inhibition, % at 20 µM. Cerulean-Runt/Venus-CBFb-SMMHC FRET ratio 530/480, 1 h;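 active means mean inhibition across duplicate retests at 20 µM reaching about 50%, limit read from the data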;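 further: 0% = DMSO wells and 100% = wells with excess untagged CBFb-SMMHC; inhibitors lower the FRET ratio by blocking Runt binding to CBFb-SMMHC; some results filed as inactive read as strong as hits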
EP2 mod: modulators of human EP2 prostaglandin E2 receptor; EP2-expressing cells, cAMP HTRF FRET, PGE2 co-stimulation; induction, % at 25 µM; AID 940; 0.83% of 260,000 active; P43116;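 active means compounds whose cAMP rise, as percent of the full-agonist control response, exceeds 60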;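 further: rat C6 glioma line stably carrying human EP2 under a CMV promoter; the protocol text gives 20 µM as final concentration; 100% = response of wells given 1 µM PGE2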
zVAD death inh: blocks zVAD induced death of L929 cells | 0.38% of 220,000 active | L929 zVAD necroptosis rescue, ATP luminescence, 24 h; with zVAD 60 µM | viability rescue, % at 10 µM;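 active means activation, scaled between plate controls, above about 75%, limit read from the data; inactive means activation under that limit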;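 further: 0% = zVAD with DMSO and 100% = DMSO alone without zVAD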
PERK inhibitor: blocks human PERK kinase. CHO PERK-DD fusion, SEAP luminescence translation reporter. inhibition, % at 5.6 µM. 0.17% of 220,000 active. AID 1416;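 active means inhibition above the mean inhibition of all tested compounds plus 3 SD, set separately per screening campaign, cut at about 2.9% in these data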;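 further: PERK kinase domain activated by AP20187 dimerizer at 100 nM; 0% = DMSO with dimerizer and 100% = rapamycin at 8.4 µM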
Target sequence (Q9NZJ5 whole entry, looked up, the tested form may be a part): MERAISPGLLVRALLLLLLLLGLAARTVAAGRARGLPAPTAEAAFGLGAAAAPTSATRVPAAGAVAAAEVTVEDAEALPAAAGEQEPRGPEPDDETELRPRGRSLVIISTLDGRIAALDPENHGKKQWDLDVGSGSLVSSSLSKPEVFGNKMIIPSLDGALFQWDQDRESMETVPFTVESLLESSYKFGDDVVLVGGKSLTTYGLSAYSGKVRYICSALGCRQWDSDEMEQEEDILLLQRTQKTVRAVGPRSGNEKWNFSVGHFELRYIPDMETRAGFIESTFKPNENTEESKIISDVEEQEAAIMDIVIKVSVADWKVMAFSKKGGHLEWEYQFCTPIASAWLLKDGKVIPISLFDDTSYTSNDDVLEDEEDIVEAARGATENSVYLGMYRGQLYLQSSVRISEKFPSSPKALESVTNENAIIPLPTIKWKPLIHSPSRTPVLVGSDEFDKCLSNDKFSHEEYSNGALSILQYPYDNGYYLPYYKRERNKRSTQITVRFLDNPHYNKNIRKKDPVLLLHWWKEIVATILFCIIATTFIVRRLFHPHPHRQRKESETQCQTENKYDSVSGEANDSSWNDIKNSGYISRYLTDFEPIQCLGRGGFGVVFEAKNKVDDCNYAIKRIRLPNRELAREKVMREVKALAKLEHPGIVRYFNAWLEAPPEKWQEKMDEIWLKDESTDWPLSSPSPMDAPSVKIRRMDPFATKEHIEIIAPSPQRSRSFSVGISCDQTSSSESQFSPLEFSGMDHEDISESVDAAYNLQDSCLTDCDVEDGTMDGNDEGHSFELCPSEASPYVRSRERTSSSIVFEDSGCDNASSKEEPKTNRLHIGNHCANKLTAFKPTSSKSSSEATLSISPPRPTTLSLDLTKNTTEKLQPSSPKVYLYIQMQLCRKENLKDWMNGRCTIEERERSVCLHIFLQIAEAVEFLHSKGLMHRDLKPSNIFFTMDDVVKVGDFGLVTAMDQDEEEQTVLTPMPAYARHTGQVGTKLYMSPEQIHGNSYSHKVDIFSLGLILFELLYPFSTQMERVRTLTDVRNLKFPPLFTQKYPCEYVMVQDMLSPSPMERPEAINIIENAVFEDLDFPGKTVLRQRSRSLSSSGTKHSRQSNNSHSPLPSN
RBBP9 inhibitor: human RBBP9 hydrolase inhibition | recombinant RBBP9, FP-Rh probe fluorescence polarization | inhibition, % at 7.94 µM | 0.2% of 220,000 active | AID 1515;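 active means inhibition above the campaign mean of all tested compounds plus 3 SD, cut at about 14% in these data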;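 further: plate controls were DMSO wells with RBBP9 for no effect and wells lacking RBBP9 protein for full effect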
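system = RBBP9 protein | input = RBBP9 at 2.5 µM in dispensed solution, before mixing | measured by = fluorescence polarization (mP), excitation 525 nm, emission 598 nm | incubation = enzyme-compound preincubation 30 min, then probe labeling 45 min, 25 °C | buffer or medium = Tris-NaCl-Pluronic buffer, pH 8.0 | compound = single dose 7.94 µM | also added = FP-Rh probe, 375 nM dispensing solution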
TNF necrop inh: inhibitors of TNF-alpha induced necroptosis in Jurkat FADD-/- cells; Jurkat FADD-/- TNF necroptosis rescue, ATP luminescence, 24 h; 0 = TNF only, 100 = no-TNF cells; activation (protection from cell death), % at 10 µM; 0.068% of 220,000 active; AID 463075;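 active means activation, meaning protection from cell death, of at least 50% relative to plate controls; inactive means activation below 50%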;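 further: necroptosis triggered by 40 ng/mL TNF-alpha added together with compound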
EP2 antag: blocks the human prostaglandin E2 receptor EP2; C6 glioma cells expressing human EP2, cAMP TR-FRET; cells stimulated with saturating PGE2; 0.52% of 260,000 active; AID 1422; P43116; inhibition, % at 25 µM;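 active means percent inhibition above 40 after rounding to a whole number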;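 further: rat C6 glioma host cells with rolipram phosphodiesterase inhibitor present; the protocol text gives 20 µM as final concentration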
The depositor's hits bear a star; / = no result given; & = joins results of further samples.

SMILES,Hck Nef HTS,Runt-CBFb FRET,Runt-SMMHC FRET,EP2 mod,zVAD death inh,PERK inhibitor,RBBP9 inhibitor,TNF necrop inh,EP2 antag
Fc1ccccc1OCCSc1nc2ccccc2o1,6.0,-3.7,2.2,29.9,0.6,1.1,-3.1,-1.4,11.4
COC(=O)c1c(S(N)(=O)=O)c2ccccc2n1C,-0.6,-1.0,-0.9,4.0,-0.2,-0.3,-6.7,-3.8,6.7
COc1ccc(NC(=O)NCc2ccccn2)cc1OC,5.8,-2.5,-7.6,13.0,-0.7,0.7,-8.6,-1.3,9.8
COc1cccc(-c2c3c([nH]c(=O)c2C#N)CCc2cc(OC)ccc2-3)c1,1.4,89.3*,80.2*,5.9,0.5,-1.1,-7.0,-0.9,6.4
Cc1ccc2c(c1)C1CN(C)CCC1N2C(=S)Nc1ccc(OC(F)F)cc1 (stereo unspecified),-44.9,2.6,2.9,-51.5,-1.4,0.2,-7.5,-1.5,111.7*
CCOC(=O)C1C(=O)OC2(CCCCC2)C1C(=O)OCC (stereo unspecified),-1.7,1.0,-5.5,22.9,-0.4,-0.6,-4.4,0.4,11.8
CCOC(=O)C1=C(C)Nc2nc(SCC)[nH]c(=O)c2C1c1ccncc1 (stereo unspecified),3.1,-3.1,2.9,30.2,0.8,-0.2,-4.3,-0.8,9.3
CCOC(=O)C1CCCN(Cc2nc(C3CC3)no2)C1 (stereo unspecified),-1.4,3.8,-5.4,0.1,0.1,0.9,-4.0,2.2,5.1
COc1ccc2c(c1)c(C(=O)OCCN(C)C)c(C)n2C,-0.5,1.3,0.7,-10.0,0.1,-0.7,-13.1,1.0,13.2
CC(C)N1CCC(N2CCN(Cc3cc(F)ccc3-n3cccn3)CC2CCO)CC1 (stereo unspecified),17.2,1.6,-1.1,16.5,0.6,-0.3,1.9,1.6,5.6
O=c1c(Cl)c(NCc2ccc(F)cc2Cl)cnn1C12CC3CC(CC(C3)C1)C2,-0.6,-3.6,3.5,12.7,0.9,0.2,-11.3,-1.0,7.3
CC(C)(CN1CCN(Cc2ccccc2)CC1)NS(=O)(=O)c1ccc(Cl)cc1,15.1,0.1,-1.7,-11.2,-0.7,-1.6,0.3,-2.9,10.0
Cn1c(=O)c2c(-c3ccccc3)n(CCCN3CCOCC3)cc2n(C)c1=O,0.9,-2.4,0.3,-0.8,-0.3,0.4,7.1,-1.0,10.0
O=C1NC(=S)N/C1=C/c1cccnc1,28.1,-0.6,0.6,26.1,0.1,2.2,-10.4,6.1,6.8
Cc1cc(NC(=O)CN2C(=O)NC(Cc3ccccc3)C2=O)no1 (stereo unspecified),-1.6,1.1,-0.1,-2.2,-0.8,0.2,7.9,1.2,3.0
COc1cc2nc(CN(C)Cc3ccc(SC)cc3)[nH]c(=O)c2cc1OC,24.4,0.6,0.3,-22.6,13.3,-0.4,-0.7,6.6,7.3
CC(C)(C)C(=O)NC(NC(=O)C(C)(C)C)c1ccc([N+](=O)[O-])cc1,-1.3,-0.6,1.2,15.8,-0.3,0.3,-6.0,-0.5,6.3
O=C(COC(=O)COc1ccccc1)Nc1ccccc1OC(F)F,2.5,-3.4,-5.4,37.0,0.6,1.3,-4.2,-1.6,13.4
O=C(Nc1ccc(N2CCOCC2)nc1N1CCOCC1)c1cccc(C(F)(F)F)c1,-16.8,0.9,-4.6,6.8,1.8,-1.0,6.4,-1.5,8.2
CCc1nnc(NC(=O)Cc2cc(OC)c(OC)c(OC)c2)s1,20.8,0.0,0.6,-9.0,-0.7,0.4,3.5,-0.4,9.2
O=C(NCCc1ccncc1)Nc1ccc(Cl)cc1,9.1,1.5,1.4,-32.1,-0.1,0.9,-8.8,0.0,4.7
CCOC(=O)C(NC(=O)Nc1ncccn1)(Oc1ccccc1)C(F)(F)F (stereo unspecified),-0.3,-2.4,-9.1,14.6,0.2,1.7,-7.1,3.9,10.4
Nc1cc(OC(=O)c2ccccc2Br)nn1S(=O)(=O)c1ccccc1,-1.1,11.0,-5.7,-44.4,2.6,-0.8,-5.0,0.7,/
CN(C)CCN1C(=O)C2C3C=CC(C3)C2C1=O (stereo unspecified),17.6,/,/,4.8,2.3,0.9,-4.4,0.9,10.8
Cc1ccc(C(=O)C[n+]2cccc3ccccc32)cc1,0.5,-1.9,-3.1,-20.9&-3.6,-0.1,0.7,-5.4,-1.0,13.6&10.8
CSc1nc(N)nc(N(C)C)n1,9.8,-10.1,2.1,5.6,-0.5,2.7,3.6,-0.6,4.6
COc1cc(C2c3c(oc4ccccc4c3=O)C(=O)N2c2ccc(C)cn2)ccc1O (stereo unspecified),21.7,1.5,-4.1,13.3,-0.6,-0.1,-2.1,-3.3,6.2
CN(CCS(=O)(=O)c1ccc(Cl)cc1)Cc1cccnc1,-2.4,2.4,0.0,28.0,0.7,0.4,-7.2,0.3,7.2
COc1cc(/C=N/NC(=O)c2ccc([N+](=O)[O-])cc2Cl)cc(Br)c1O,1.0,3.3,1.7,0.7,1.9,1.3,0.2,4.3,7.9
Cc1ccc(C)c(S(=O)(=O)n2cnc3ccccc32)c1,1.1,1.6,-0.2,6.4,-0.1,1.2,-4.9,0.0,25.6
O=C(NC(=S)N(Cc1ccccc1)c1ccccn1)C1CCCCC1,1.6,4.8,0.6,26.6,1.3,1.0,3.0,4.1,4.7
COC(=O)C(C(=O)OC)C(C(=O)OC)C(C(=O)OC)C(=O)OC,3.2,-0.1,0.8,11.5,-0.3,1.7,0.7,-1.8,25.0
Cc1ccc(NC(=O)CN2CCCN(S(=O)(=O)c3ccc(Br)s3)CC2)cc1,0.0,-3.4,0.2,-32.5,-0.4,-1.2,-9.6,0.9,4.9
CCOC(=O)c1[nH]c(C)c(CN(Cc2ccco2)C(=O)C(F)(F)F)c1C,-3.2,3.3,4.3,39.7,0.8,-2.0,-2.4,1.0,8.5
S=C(N/N=C/c1cccc2ccccc12)Nc1cccc(Cl)c1,3.1,1.0,6.0,-40.5,0.4,-0.7,-9.8,-0.5,6.0
CCN(CC)CC(=O)NCC1(c2ccccc2)CCCC1,20.7,-3.4,3.2,25.8,-0.5,1.0,-2.2,1.2,4.4
CCn1c(SCC(=O)c2ccc(CNC(C)=O)o2)nnc1-c1cccs1,-0.6,5.2,8.3,2.8,0.4,0.4,-1.8,-0.9,12.4
O=c1n(CCCN2CCN(c3cccc(Cl)c3)CC2)nc2ccccn12,-1.7,0.2,3.3,6.7&-16.8&-8.9,2.7,-0.7,-2.9,0.4,21.4&13.4&13.7
COc1ccccc1NC(=O)C(=O)N1CCCC1,23.6,0.0,-5.6,8.9,6.5,0.1,-5.7,1.4,5.6
O=C(CSc1nc(C2CCCCC2)n(-c2ccccc2)n1)NCCN1C(=O)CSC1=O,-0.1,-5.1,-6.3,-3.1,-1.3,-1.2,-0.9,-1.6,7.1
COc1cc(N2C(=O)c3ccccc3C2=O)c(Cl)cc1C(=O)OCC(=O)NCc1ccco1,1.3,0.6,3.6,16.5,1.9,0.4,-5.4,-0.9,4.1
O=c1[nH]c(/C=C/c2cccc3ccccc23)nc2ccccc12,39.6,-3.9,-4.1,-28.2,0.2,-0.9,-16.8,0.1,2.2
CN(C)CCNc1ccc(-c2nn(C)c(=O)c3ccccc23)cc1[N+](=O)[O-],25.1,-2.7,1.0,-14.2,14.1,-0.3,1.9,1.9,10.0

Eight structures already listed, ordered by molecular weight, descending:
SMILES,Hck Nef HTS,Runt-CBFb FRET,Runt-SMMHC FRET,EP2 mod,zVAD death inh,PERK inhibitor,RBBP9 inhibitor,TNF necrop inh,EP2 antag
Cc1ccc(NC(=O)CN2CCCN(S(=O)(=O)c3ccc(Br)s3)CC2)cc1,0.0,-3.4,0.2,-32.5,-0.4,-1.2,-9.6,0.9,4.9
COc1cc(N2C(=O)c3ccccc3C2=O)c(Cl)cc1C(=O)OCC(=O)NCc1ccco1,1.3,0.6,3.6,16.5,1.9,0.4,-5.4,-0.9,4.1
O=c1n(CCCN2CCN(c3cccc(Cl)c3)CC2)nc2ccccn12,-1.7,0.2,3.3,6.7&-16.8&-8.9,2.7,-0.7,-2.9,0.4,21.4&13.4&13.7
O=C(NC(=S)N(Cc1ccccc1)c1ccccn1)C1CCCCC1,1.6,4.8,0.6,26.6,1.3,1.0,3.0,4.1,4.7
O=c1[nH]c(/C=C/c2cccc3ccccc23)nc2ccccc12,39.6,-3.9,-4.1,-28.2,0.2,-0.9,-16.8,0.1,2.2
Cc1ccc(C)c(S(=O)(=O)n2cnc3ccccc32)c1,1.1,1.6,-0.2,6.4,-0.1,1.2,-4.9,0.0,25.6
O=C(NCCc1ccncc1)Nc1ccc(Cl)cc1,9.1,1.5,1.4,-32.1,-0.1,0.9,-8.8,0.0,4.7
CSc1nc(N)nc(N(C)C)n1,9.8,-10.1,2.1,5.6,-0.5,2.7,3.6,-0.6,4.6

Source: PubChem BioAssay

The list is partial; count on the stated rates, not on these rows.
